SENP6 inh: SENP6 protease inhibitors, primary screen, biochemical, luminescence, uHTS; Sentrin-specific protease 6 (Homo sapiens), Q9GZR1; Recombinant SENP6 catalytic domain, aminoluciferin luminescence; inhibition, % at 10 µM; 1.8% of 330,000 active; AID 2599, 2010;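 active = inhibition above about 50% at the single tested dose, limit read from the data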;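 also: plate controls were DMSO wells with enzyme for no effect and DMSO wells lacking enzyme for full effect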
GRIN3A LBD mod: binders of NR3A ligand-binding domain, primary screen, biophysical, differential scanning fluorimetry, uHTS; Glutamate receptor ionotropic, NMDA 3A (GRIN3A) ligand-binding domain; NR3A LBD differential scanning fluorimetry, Tm shift; 0% = protein alone, 100% = glycine-bound protein; Tm shift relative to glycine control, % at 25 µM; 2.5% of 340,000 active; AID 1259313, 2017;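 active = melting temperature shift of at least 10% of the positive control shift, at one fixed dose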
hIAP act: human IAP activators, primary screen, biochemical, luminescence, uHTS; 0.16% of 330,000 active; Intestinal-type alkaline phosphatase (Homo sapiens), P09923; AID 2524, 2010; activation factor at 10 µM; purified human IAP, CDP-Star luminescence, 30 min; hits give high values; 1 = vehicle-only enzyme, 0 = enzyme-free background;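 active = activation factor of the enzyme at least 2-fold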; also: the source names both 10 and 20 µM as test concentration; values of inactives mirror those of a sister screen read the other way
PfG6PD inh: PfG6PD enzyme inhibitors, primary screen, biochemical, fluorescence intensity, uHTS. 0.78% of 350,000 active. AID 504690, 2011. inhibition, % at 20 µM. PfGluPho enzyme, NADPH resazurin-diaphorase fluorescence. glucose-6-phosphate dehydrogenase-6-phosphogluconolactonase (Plasmodium falciparum 3D7);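 active = inhibition reaching at least a set limit at 20 µM in the primary screen, cut at about 59% in these data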;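 also: 0% = DMSO wells with substrate and 100% = DMSO wells lacking glucose-6-phosphate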
ATG4B inhibitor: ATG4B protease inhibitors, primary screen, biochemical, fluorescence, uHTS | ATG4B cleavage of LC3-PLA2, NBD-HPC fluorescence, 1 h | 0.51% of 340,000 active | AID 504462, 2011 | inhibition, % at 8.33 µM; in the data active = inhibition above about 40%
Target sequence (Q9Y4P1 whole entry, looked up): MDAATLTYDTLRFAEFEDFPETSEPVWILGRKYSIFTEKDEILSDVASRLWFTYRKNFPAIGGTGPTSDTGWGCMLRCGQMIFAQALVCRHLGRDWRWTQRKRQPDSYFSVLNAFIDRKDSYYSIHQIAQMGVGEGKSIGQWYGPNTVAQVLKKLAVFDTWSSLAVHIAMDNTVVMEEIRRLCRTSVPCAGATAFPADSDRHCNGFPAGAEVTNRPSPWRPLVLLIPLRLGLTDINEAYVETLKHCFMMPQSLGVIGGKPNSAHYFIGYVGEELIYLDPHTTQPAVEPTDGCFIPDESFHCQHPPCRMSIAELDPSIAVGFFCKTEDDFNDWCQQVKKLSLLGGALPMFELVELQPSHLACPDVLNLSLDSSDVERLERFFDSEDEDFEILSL
SENP1 FRET inh: human SENP1 catalytic domain inhibitors, primary screen, biochemical, FRET, uHTS; 0.21% of 360,000 active; AID 624204, 2012; recombinant SENP1 catalytic domain, CyPet-SUMO1-YPet FRET cleavage; Sentrin-specific protease 1 (Homo sapiens), Q9P0U3; inhibition, % at 10 µM;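 active = inhibition at least 30% at 10 µM, raw YFP signal under a set limit, fluorescence ratio 0.5 to 1.5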;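 also: 0% = enzyme with DMSO and 100% = no enzyme wells; some results filed as inactive read as strong as hits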
Target sequence (Q9P0U3 419-644 limits assumed): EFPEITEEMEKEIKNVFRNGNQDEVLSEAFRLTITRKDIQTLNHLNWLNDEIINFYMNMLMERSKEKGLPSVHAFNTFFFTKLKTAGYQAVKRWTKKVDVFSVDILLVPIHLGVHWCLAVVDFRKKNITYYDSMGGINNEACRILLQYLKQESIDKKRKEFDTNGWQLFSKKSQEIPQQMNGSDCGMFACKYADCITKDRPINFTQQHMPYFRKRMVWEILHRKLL
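Material: hSENP1 catalytic domain, recombinant; medium: Tris pH 8 with BME, BSA, NP40 and catalase; compound: single concentration of 10 µM compound, 0.5% DMSO final; technique: FRET read of cyan and yellow fluorescence; timing: 50 min enzyme reaction, room temperature, light-protected; reagent: SFCypet-SUMO1-SFYpet substrate at 25 nM; control set: no-enzyme low, enzyme-DMSO high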
SENP8 inh: human SENP8 protease inhibitors, primary screen, biochemical, fluorescence, Nedd8 protein substrate, uHTS; Sentrin-specific protease 8 (Homo sapiens), Q96LD8; recombinant SENP8; inhibition, % at 20 µM; 0.64% of 360,000 active; AID 602440, 2012; in the data active = inhibition mostly above about 40%, no sharp cut-off; inactive = mostly below about 27%
Target sequence (Q96LD8 whole entry, looked up): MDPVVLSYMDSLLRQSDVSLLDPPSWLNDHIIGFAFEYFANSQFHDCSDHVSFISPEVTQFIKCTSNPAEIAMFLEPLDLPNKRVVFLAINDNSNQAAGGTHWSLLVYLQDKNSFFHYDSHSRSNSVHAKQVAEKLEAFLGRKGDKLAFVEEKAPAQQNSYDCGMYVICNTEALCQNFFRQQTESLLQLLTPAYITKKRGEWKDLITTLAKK
MPTP block: mitochondrial permeability transition pore inhibitors, primary screen, biochemical, isolated mouse mitochondria, absorbance; Ca2+ swelling absorbance, 30 min; inhibition, % at 10 µM; 1.4% of 360,000 active; AID 602449, 2012;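 active = inhibition of 50% or more, scaled per plate between neutral and stimulator controls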;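 also: 0% = DMSO wells given calcium and 100% = 1 mM EGTA wells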
The depositor's hits bear a star; x = no result given. Compounds as they come. About 6.7% of those tested had a hit in this group.

SMILES | SENP6 inh | GRIN3A LBD mod | hIAP act | PfG6PD inh | ATG4B inhibitor | SENP1 FRET inh | SENP8 inh | MPTP block
CC(C)(C)c1ccc(OCCC(=O)OCC(=O)Nc2cccnc2Cl)cc1 | -9 | 0 | 0.83 | -37 | 5 | 0 | 13 | -1.3
O=Cc1c(NCc2ccccc2F)c2ccccc2[nH]c1=O | -4 | 0 | 1.2 | 5 | -6 | 0 | 25 | 1.8
CC1CN(c2ccccc2)CCN1Cc1nc(Cc2ccccc2)no1 (configuration not stated) | -2 | 3 | 1 | 7 | 14 | 3 | 5 | -1.5
COc1ccc(NC(=O)CSc2nc(C)cc(C)n2)c([N+](=O)[O-])c1 | -4 | 0 | 1.3 | -37 | 6 | 2 | 24 | 1.3
Cc1ccc(S(=O)(=O)N(C)C)cc1NC(=O)COC(=O)C1COc2ccccc2O1 (configuration not stated) | -4 | -1 | 1.1 | -5 | -8 | 3 | 7 | 0.9
COc1ccc(S(=O)(=O)N2CCN(CC(=O)Nc3cc(C(F)(F)F)ccc3Cl)CC2)cc1 | 9 | 0 | 0.86 | 15 | -2 | -1 | 19 | 0.4
CCNS(=O)(=O)c1ccc(CCC(=O)N2CCCC2)cc1 | 14 | -2 | 0.58 | 8 | -8 | -1 | 22 | 4.4
CCN(CC)N=Nc1ccc(S(=O)(=O)Nc2c(C)n(C)n(-c3ccccc3)c2=O)cc1 | 13 | -2 | 0.94 | -3 | -1 | 2 | 6 | -0.2
Cc1csc2c(NC3CCN(Cc4ccccc4)CC3)ncnc12 | -26 | 0 | 1.1 | -12 | 1 | -8 | 19 | 20
CCOC(=O)N1CCN(S(=O)(=O)c2ccc3c(c2)C(C)C(=O)N3)CC1 (configuration not stated) | 9 | 4 | 1 | -12 | -5 | -1 | -54 | -2.0
Cc1ccccc1CN1CCN(CCCc2ccccc2)C(CCO)C1 (configuration not stated) | 13 | 1 | 1.1 | 0 | 0 | 0 | 7 | 0.6
CC(C)[C@H](NC(=O)C1CC(=O)N(c2ccc(F)cc2)C1)C(=O)N1CCCCC1 (some centres not stated) | -20 | -2 | 1 | -11 | 0 | 0 | -3 | -0.4
CCOc1ccc(NC(=O)CSC(N)=O)cc1 | 13 | 0 | 1.3 | 0 | -13 | 2 | 14 | -3.5
COc1ccccc1C(=O)O/N=C(\N)c1ccc(Cl)cc1 | -1 | -15 | 0.97 | 22 | -6 | 2 | 0 | -1.6
Cc1ccc(-c2nc(Nc3ccccc3)n[nH]2)cc1 | 51* | -1 | 1.2 | 19 | 1 | 1 | -114 | 1.6
CCNC(=S)NNC(=O)c1ccc2ncccc2c1 | 7 | 0 | 1.4 | 8 | -8 | 1 | 4 | 0.6
COc1ccc(N2CCN(C(=O)CNC(=O)Cn3cnc4sc(C)c(C)c4c3=O)CC2)cc1 | 0 | -1 | 1.2 | 0 | 6 | 0 | 6 | -1.2
COc1ccc(N2C(=O)CC(N3CCN(c4ccc(S(C)(=O)=O)cc4)CC3)C2=O)cc1 (configuration not stated) | -10 | 0 | 1 | -9 | -15 | 2 | 19 | -0.4
COc1ccccc1-n1ccnc(SCC(=O)NCCc2ccccc2)c1=O | -4 | 3 | 1.1 | -4 | -8 | 3 | -456 | 1.2
O=C(CSc1nc2ccccc2o1)Nc1nc2ccccc2s1 | 18 | -10 | 1.1 | -4 | -7 | -1 | -5 | 10
O=C(CC1(O)C(=O)Nc2ccccc21)c1cccc(Br)c1 (configuration not stated) | -14 | 3 | 1 | 5 | 4 | 4 | 16 | -0.7
COc1ccc(NC(=O)CSc2nc(C)cs2)cc1 | -24 | -1 | 1 | 9 | -8 | 1 | 10 | -0.4
COc1cc(OC)c(Nc2cc(C)nc3nc(C)nn23)cc1Cl | -21 | 1 | 1.2 | 8 | -2 | 2 | 13 | -2.6
COc1ccccc1C(=O)N1C(CC(=O)Nc2cc(Cl)ccc2C)C(=O)NC2CCCCC21 (configuration not stated) | -17 | -1 | 0.98 | -2 | 8 | 1 | 16 | -0.4
CC1CCCC(C)N1C(=O)/C=C/c1ccc(S(=O)(=O)N2CCOCC2)cc1 (configuration not stated) | -7 | 1 | 0.99 | -2 | -7 | -1 | 12 | 1.0
CCc1nnc(NC(=O)CSc2nnc(CNc3cccc(Cl)c3)n2CC)s1 | 5 | -2 | 0.92 | -15 | -1 | 2 | 15 | 0.7
COc1ccc(C(=O)/C=C/Nc2ccccn2)c(OC)c1 | 3 | 0 | 1.1 | 0 | -17 | -32 | -332 | 0.6
O=C(NCCc1ccccc1)C1CCCN1S(=O)(=O)c1ccc(Cl)cc1 (configuration not stated) | -8 | -2 | 1.1 | 11 | 3 | 0 | 22 | 1.1
CN1C(=O)C(O)(C2COC(C)(C)CC2=O)c2ccccc21 (configuration not stated) | -1 | 2 | 0.99 | -5 | 3 | 4 | 20 | -5.1
COCCn1c(SCC(=O)NC(=O)NCc2ccccc2)nc2ccccc21 | -11 | 4 | 0.99 | -9 | -8 | 1 | 27 | -0.2
CSc1nnc(-c2ccccc2)n1C | -23 | -1 | 1.1 | 4 | -2 | 2 | 12 | -0.3
COc1ccc(NS(=O)(=O)c2cc(C)ccc2NC(=O)c2cc(C)oc2C)cc1 | -2 | -5 | 1 | 9 | 2 | 1 | 23 | 0.8
CC(=O)Nc1ccc(C(=O)Nc2cccc(S(=O)(=O)NC3=NCCC3)c2)cc1 | 1 | 1 | 1.1 | -10 | 11 | 2 | 17 | -1.4
Cc1cccc(N2CC(C(=O)NCC3COc4ccccc4O3)CC2=O)c1C (configuration not stated) | 5 | 1 | 0.93 | 2 | -9 | -1 | 8 | -2.7
Cc1cc(Nc2cccc(C(F)(F)F)c2)n2nc(C)nc2n1 | -6 | 0 | 0.94 | -3 | -3 | 1 | -4 | -6.1
COC(=O)CSc1nc(SC)nc2c1sc1nc(-c3ccco3)c3c(c12)CC(C)(C)OC3 | x | 1 | x | -3 | 5 | -2 | 6 | -0.6
COc1ccc(NC(=S)NCc2ccc3c(c2)cc(C)n3C)cc1 | 8 | -7 | 1.1 | 3 | -6 | -17 | -30 | 2.2
CCOc1cc(/C=N/N=C(\N)c2nonc2N)cc(Br)c1OCc1cccc2ccccc12 | 14 | 1 | 1.1 | -1 | 8 | 0 | 33 | 1.6
CCOc1cc(S(=O)(=O)NCCCN2CCOCC2)ccc1F | 3 | 0 | 1.2 | 7 | -5 | -3 | -2 | -0.2
CCc1ccc(CN2CCN(S(=O)(=O)Cc3ccccc3)CC2)cc1 | 2 | -2 | 0.9 | -2 | -1 | 6 | 13 | 2.8
CCCCCCc1nc(C(N)=O)c2[nH]c(=O)n(-c3ccc(OCC)cc3)c2n1 | -2 | -2 | 2.3* | 11 | -12 | 1 | -33 | 1.1
Cn1c(SCC(=O)N2CCCc3ccccc32)nnc1-c1ccco1 | -8 | 2 | 1.1 | -23 | -6 | 0 | 16 | -1.2
C[C@@H]1CCCCO[C@H](CN(C)S(=O)(=O)c2cn(C)cn2)[C@@H](C)CN([C@H](C)CO)C(=O)c2cc(NC(=O)c3ccncc3)ccc2O1 | x | x | x | 30 | x | 0 | 3 | -1.2
CC(=O)c1ccc(C(=O)N2CCCC(N3CCN(c4ccc(F)cc4)CC3)C2)s1 (configuration not stated) | 1 | 0 | 1.1 | -16 | 1 | 0 | 10 | 0.5
Cc1ccc(C(=O)NCC(=O)OCC(=O)/C=C2\N(C)c3ccccc3C2(C)C)cc1C | -3 | -7 | 1 | 19 | -8 | -9 | -347 | 5.1

Structures listed so far containing a Cl atom (seven):
SMILES | SENP6 inh | GRIN3A LBD mod | hIAP act | PfG6PD inh | ATG4B inhibitor | SENP1 FRET inh | SENP8 inh | MPTP block
CC(C)(C)c1ccc(OCCC(=O)OCC(=O)Nc2cccnc2Cl)cc1 | -9 | 0 | 0.83 | -37 | 5 | 0 | 13 | -1.3
COc1ccc(S(=O)(=O)N2CCN(CC(=O)Nc3cc(C(F)(F)F)ccc3Cl)CC2)cc1 | 9 | 0 | 0.86 | 15 | -2 | -1 | 19 | 0.4
COc1ccccc1C(=O)O/N=C(\N)c1ccc(Cl)cc1 | -1 | -15 | 0.97 | 22 | -6 | 2 | 0 | -1.6
COc1cc(OC)c(Nc2cc(C)nc3nc(C)nn23)cc1Cl | -21 | 1 | 1.2 | 8 | -2 | 2 | 13 | -2.6
COc1ccccc1C(=O)N1C(CC(=O)Nc2cc(Cl)ccc2C)C(=O)NC2CCCCC21 (configuration not stated) | -17 | -1 | 0.98 | -2 | 8 | 1 | 16 | -0.4
CCc1nnc(NC(=O)CSc2nnc(CNc3cccc(Cl)c3)n2CC)s1 | 5 | -2 | 0.92 | -15 | -1 | 2 | 15 | 0.7
O=C(NCCc1ccccc1)C1CCCN1S(=O)(=O)c1ccc(Cl)cc1 (configuration not stated) | -8 | -2 | 1.1 | 11 | 3 | 0 | 22 | 1.1

Other structures follow.
SMILES | SENP6 inh | GRIN3A LBD mod | hIAP act | PfG6PD inh | ATG4B inhibitor | SENP1 FRET inh | SENP8 inh | MPTP block
NS(=O)(=O)c1cccc(NC(=O)CN2CCCc3ccccc32)c1 | -2 | 3 | 0.95 | 9 | -3 | 11 | 11 | -4.0
CCc1ccccc1NC(=S)N(CCN1CCOCC1)Cc1ccccc1F | 9 | 2 | 1.1 | -1 | -4 | 3 | 11 | 0.1
Cc1nn(-c2ccccc2)c2sc(C(=O)N3CCOCC3)cc12 | 3 | -2 | 1.1 | -4 | 8 | 2 | 19 | -1.7
O=C(COC(=O)c1ccccc1)c1ccc(Br)cc1 | 86* | 0 | 0.99 | -7 | 10 | -1 | 8 | 0.3
CC(=O)N(C)c1ccc(NS(=O)(=O)c2cccc3nsnc23)cc1 | -11 | 0 | 0.98 | -5 | -10 | 1 | 18 | -0.8
O=[N+]([O-])c1ccccc1S(=O)(=O)NCCSc1ccccc1 | 16 | 0 | 0.94 | 1 | 5 | -3 | -4 | 1.5
Cc1cccc(OCC(=O)NC2CCCc3ccccc32)c1C (configuration not stated) | 10 | 0 | 1.1 | 5 | 13 | 1 | 16 | 2.5
C=CCN1CCS(=O)(=O)N(Cc2ccccc2)[C@@H](C(C)C)C1=O | x | 0 | x | -3 | x | 2 | 16 | -1.2
CC1CCN(S(=O)(=O)c2cc3c4c(c2)C(C)C(=O)N4CCC3)CC1 (configuration not stated) | 5 | 3 | 1.1 | 0 | 8 | -2 | 13 | -1.0
CCCS(=O)(=O)N1CCC(C(=O)Oc2ccc(OC)cc2)CC1 | -40 | -1 | 1.2 | 3 | -3 | 0 | 5 | -0.1
O=C(Cc1cccc(F)c1)Nc1ccc2c(c1)CCC2 | -18 | -1 | 1.1 | 9 | 2 | 0 | 10 | 1.0
CC1CCCCN1C(=O)Cc1ccc(F)cc1 (configuration not stated) | 0 | 1 | 1.1 | -1 | -12 | -2 | 25 | 0.7
Cc1nnc(SCC(=O)Nc2ncc(S(=O)(=O)c3ccc([N+](=O)[O-])cc3)s2)s1 | -18 | -8 | 0.9 | -25 | -2 | 3 | 22 | 2.4
CCCCOc1ccccc1C1NC(=O)NC(C)=C1C(=O)OCCOCC (configuration not stated) | -8 | 1 | 0.99 | -9 | -1 | 1 | 1 | 0.3
